# Source: PubChem BioAssay (several laboratories)
# STK33 inh: blocks human STK33 kinase activity; inhibition, % at 10 µM; AID 2661; purified STK33, MBP phosphorylation, ADP-Glo luminescence; Q9BYT3; hit rate 0.073% among 320,000;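 active = inhibition at or above 25%, using the most active replicate where run in duplicate; inactive = inhibition below 25%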
# Target sequence (Q9BYT3 whole entry, looked up): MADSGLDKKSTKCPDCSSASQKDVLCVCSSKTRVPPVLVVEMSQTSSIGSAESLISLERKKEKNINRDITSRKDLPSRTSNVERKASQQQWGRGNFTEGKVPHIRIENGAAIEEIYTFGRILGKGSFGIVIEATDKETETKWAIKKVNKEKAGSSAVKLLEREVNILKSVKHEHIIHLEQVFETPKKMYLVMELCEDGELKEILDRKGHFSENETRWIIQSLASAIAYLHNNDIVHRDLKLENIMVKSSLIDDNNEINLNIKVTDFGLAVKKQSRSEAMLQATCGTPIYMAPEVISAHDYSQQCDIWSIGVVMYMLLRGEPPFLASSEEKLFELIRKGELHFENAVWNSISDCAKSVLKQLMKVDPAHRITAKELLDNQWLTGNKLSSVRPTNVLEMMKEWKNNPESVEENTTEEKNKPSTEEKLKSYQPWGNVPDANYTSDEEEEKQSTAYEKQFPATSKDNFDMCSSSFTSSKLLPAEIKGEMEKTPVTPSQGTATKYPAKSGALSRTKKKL
# OX1R antag-1: blocks the human orexin 1 receptor | inhibition, % at 5 µM | hit rate 0.43% among 330,000 | O43613 | CHO/OX1R cells, Fluo-8 calcium fluorescence, orexin A | AID 434989;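 active = inhibition above its plate's threshold, mean inhibition of all tested compounds on the plate plus 3 SD, cut at about 37% in these data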;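 note: 0% = orexin A challenge wells and 100% = SB-334867-A antagonist wells; not every result past the cut was called active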
# Target sequence (O43613 whole entry, looked up): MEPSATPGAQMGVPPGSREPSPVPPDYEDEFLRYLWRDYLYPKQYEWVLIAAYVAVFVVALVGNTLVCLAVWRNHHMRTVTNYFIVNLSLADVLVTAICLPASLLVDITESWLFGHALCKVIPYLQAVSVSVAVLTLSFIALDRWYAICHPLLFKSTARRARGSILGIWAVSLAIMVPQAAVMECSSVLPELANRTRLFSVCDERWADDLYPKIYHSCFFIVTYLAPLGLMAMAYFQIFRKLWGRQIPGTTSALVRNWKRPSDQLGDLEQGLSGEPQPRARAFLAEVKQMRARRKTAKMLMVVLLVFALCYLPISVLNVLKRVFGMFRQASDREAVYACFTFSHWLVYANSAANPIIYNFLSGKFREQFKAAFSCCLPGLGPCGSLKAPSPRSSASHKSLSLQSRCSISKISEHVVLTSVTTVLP
# OX1R antag-2: blocks the human orexin 1 receptor; O43613; hit rate 1.8% among 330,000; AID 485270; inhibition, % at 6.6 µM; OX1R-expressing cells, FRET antagonist read-out; in the data active = inhibition mostly above about 38%, no sharp cut-off; inactive = mostly below about 40%;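 note: 0% = agonist challenge alone and 100% = reference antagonist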
# An asterisk follows results filed as active; . = no result given. Compounds were not picked by outcome; 2.2% or so of the library scored in one or more.
SMILES,STK33 inh,OX1R antag-1,OX1R antag-2
COc1cc(CC(=O)OCC(=O)Nc2ncc(Cl)cc2Cl)cc(OC)c1OC,-0.7,-29,5
CSCCC(NS(=O)(=O)c1cccs1)C(=O)NCc1ccc(C)cc1 (stereo not given),1.5,-26,9
COc1ccc(NC(=O)C2CCCCN2S(=O)(=O)c2ccc(F)cc2)c(OC)c1 (stereo not given),-0.5,-5,16
COc1cccc(-n2nc(-c3ccnn3-c3cccc(Cl)c3)c(=O)n(C)c2=O)c1,-1.2,-16,13
Cc1cccc(C(=O)Nc2nnc(S(=O)(=O)N3CCC(C)CC3)s2)c1,-0.2,-16,19
CC1CCCN(Cc2nc3c(c(=O)n(C)c(=O)n3C)n2CCc2ccccc2)C1 (stereo not given),-0.3,-8,7
COC(=O)c1ccccc1NC(=O)CNc1cc(OC)c(OC)cc1C,-1.0,-7,40
CN(C(=O)CSc1nnc(Nc2ccccc2)s1)C1CCS(=O)(=O)C1 (stereo not given),-1.7,-14,16
COc1ccc(CC(=O)Nc2ccc(/C(C)=N/NC(=O)c3cccc([N+](=O)[O-])c3)cc2)cc1,-2.4,-4,39
CCc1ccc(NC(=O)CC2C(=O)N(c3cccc(OC)c3)C(=O)N2CCOC)cc1 (stereo not given),-3.8,-11,6
CCOC(=O)c1ccccc1OCc1cc(/C=N/NC(=O)c2ccncc2)ccc1OC,-0.6,-20,10
CCOC(=O)Cc1csc(/C(=N/O)C(N)=O)n1,-0.9,-6,12
O=C(CN1CCCCC1)Nc1nc(-c2ccccc2)cs1,0.5,-23,-11
Cc1sc(-c2c(C#N)c(N)nc3c2CCCCCC3)cc1[N+](=O)[O-],0.1,-18,7
Cc1cc(C(=O)NN)c(Cl)cc1Cl,-1.8,-17,6
CCOc1ccc(OCC)c(NC(=O)C2CCN(c3nn4c(=O)cc(C)nc4s3)CC2)c1,0.4,-17,11
COc1ccc(-c2oc3ncn4nc(Cc5ccccc5)nc4c3c2-c2ccc(OC)cc2)cc1,-1.5,-14,10
COc1ccccc1N1CCN(C(=O)Oc2ccccc2)CC1,-2.0,-19,17
c1ccc(CCn2nnnc2CN2CCN(C3CCCC3)CC2)cc1,2.9,-9,25
Cc1ccccc1CNC(=O)C1CCCN(c2nnc(C)c3c(C)n(-c4ccccc4)nc23)C1 (stereo not given),-0.3,-22,15

# 7 of the compounds above, bar-delimited:
SMILES | STK33 inh | OX1R antag-1 | OX1R antag-2
CCc1ccc(NC(=O)CC2C(=O)N(c3cccc(OC)c3)C(=O)N2CCOC)cc1 (stereo not given) | -3.8 | -11 | 6
CCOC(=O)c1ccccc1OCc1cc(/C=N/NC(=O)c2ccncc2)ccc1OC | -0.6 | -20 | 10
CCOC(=O)Cc1csc(/C(=N/O)C(N)=O)n1 | -0.9 | -6 | 12
O=C(CN1CCCCC1)Nc1nc(-c2ccccc2)cs1 | 0.5 | -23 | -11
Cc1sc(-c2c(C#N)c(N)nc3c2CCCCCC3)cc1[N+](=O)[O-] | 0.1 | -18 | 7
Cc1cc(C(=O)NN)c(Cl)cc1Cl | -1.8 | -17 | 6
CCOc1ccc(OCC)c(NC(=O)C2CCN(c3nn4c(=O)cc(C)nc4s3)CC2)c1 | 0.4 | -17 | 11

# The list continues.
SMILES,STK33 inh,OX1R antag-1,OX1R antag-2
COc1ccc(C2/C=C\CN(S(=O)(=O)c3ccc(C)cc3)[C@H](Cc3ccccc3)C(=O)N2Cc2ccc(F)cc2)cc1 (stereo not given in full),-1.2,-25,15
C[C@@H](NC(=O)c1nc[nH]c1C(=O)NCc1ccc(CNC(=O)OC(C)(C)C)cc1)c1ccccc1,-1.3,-9,12
C=CCNC(=O)/C(=C\c1ccc(OC)cc1)NC(=O)c1ccc([N+](=O)[O-])cc1,0.1,-10,37
Cc1ccccc1-n1c(SCC(=O)Nc2ccccc2Cl)nc2n[nH]c(C)c2c1=N,0.2,27,36
O=C(Nc1ccc2c(c1)OCO2)C1CC(c2cccc(Br)c2)=NO1 (stereo not given),-0.2,0,19
Cc1ccc(N(C(=O)c2sc(C)nc2C)C(C(=O)NC(C)(C)C)c2ccncc2)cc1 (stereo not given),-1.4,-19,4
O=C(CCOc1ccccc1)NCC(c1ccco1)N1CCCCC1 (stereo not given),0.2,-14,-1
CC(C)(C)C#CC(CCc1ccccc1)OS(N)(=O)=O (stereo not given),0.5,3,8
COc1ccc(CCNC(=O)CSc2nc(O)c(CCC(C)C)c(=O)[nH]2)cc1OC,-1.0,-10,6
C=CCNC(=O)C(=O)NN=C1CCN(C)CC1,-5.4,-10,4
CCCN(C(=O)CSCc1ccccc1C)c1c(N)n(Cc2ccccc2)c(=O)[nH]c1=O,-0.6,-11,14
CCOC(=O)C1CCCN(CCSc2ccc(C)cc2)C1 (stereo not given),-0.2,-28,-8
C/C(=N/NC(=O)COc1cc(C)ccc1C(C)C)C(=O)O,0.0,-7,4
O=C(Nc1nc(-c2cccs2)cs1)c1ccc(S(=O)(=O)N2CCCCC2)cc1,-1.2,-20,6
CN1CCN(CCn2c(=S)[nH]c3ccccc3c2=O)CC1,0.5,-26,5
COc1ccc(/C=C/C(=O)Nc2cccc(S(=O)(=O)NC3=NCCCCC3)c2)cc1OC,0.7,-32,3
Cc1ccc(O)c(CNCCNCc2cc(C)ccc2O)c1,0.8,-23,20
CC(C)C(=O)Nc1c2c(nn1-c1ccccc1)CSC2,-0.7,-12,15
Cc1cc(C)c(C)c(S(=O)(=O)NCc2ccc(C(=O)N3CCN(C)CC3)cc2)c1C,-1.4,-24,29
O=c1cc(N2CCN(Cc3ccccc3)CC2)c(-c2ccccc2)n[nH]1,-0.5,-14,2
CCOc1ccccc1NC(=O)NCc1ccccc1,-1.0,-14,24
CCOc1ccc(CCNC(=O)c2nn(C)c3c2CS(=O)(=O)c2ccccc2-3)cc1,-2.2,-32,5
CCN(CC)c1ccc(NC(=O)CCc2nnc3ccc(N4CCCC4)nn23)c(C)c1,-1.4,-26,7
COc1ccc(NC(=S)NCCCc2ccccc2)cc1,-2.5,-6,15
O=C(Cc1ccccc1)NNS(=O)(=O)c1ccc([N+](=O)[O-])cc1,-0.8,-9,42
COc1ccc(N=C2SCC(=O)N2Cc2ccccc2)cc1,0.2,-26,17
CCCCc1ccc(NC(=O)C2CCN(S(C)(=O)=O)CC2)cc1,-1.7,-15,3
CCCCn1c(=O)n(CC(O)c2ccccc2)c(=O)c2c1ncn2C1CCCC1 (stereo not given),-1.3,-32,17
Cc1cccc(CSCCNC(=O)CN2C(=O)c3ccccc3S2(=O)=O)c1,-1.0,-19,4
Cc1ccc(N2CCN(S(=O)(=O)N3CCCCC3)CC2)cc1C,-0.7,-10,10
O=C(NCCc1ccc(O)cc1)c1ccc(Cl)cc1,-0.5,-15,2
COc1ccc(C)cc1N(CC(=O)NC1CCCC1)C(=O)CCC(=O)Nc1cc(C)on1,-2.1,-20,21
CC(C)Cn1c(N)c(C(=O)COC(=O)COc2cccc(C(F)(F)F)c2)c(=O)n(C)c1=O,3.1,-4,21
COCCCNC(=O)c1cccc2c(=O)c(C)c(-c3ccccc3)oc12,0.0,-19,22
CCOc1cccc(CNCCO)c1OCc1ccc(Cl)cc1,0.4,-21,7
Cc1ccc(-c2cc(C(F)F)n3ncc(C(=O)N4CCN(c5cccc(C)c5C)CC4)c3n2)cc1,-1.6,-34,15
CC1(C)OC2CCN3C(C(O)COS3(=O)=O)C2O1 (stereo not given),0.0,-7,7
c1ccc2c(c1)CCN(c1ncnc3c1[nH]c1ccccc13)C2,1.4,80*,80*
CC(C)(C)NC(=O)COC(=O)CCC(=O)c1ccc(Cl)cc1,-0.7,-2,24
S=c1nc(-c2ccccc2Cl)n(Cc2cccnc2)c2c1CCCC2,-2.6,-12,20
CC(C)(C)c1ccc(C(=O)NNC(=O)Cc2cccc3ccccc23)cc1,-0.7,-11,1
O=C(Cc1ccccc1)c1c[nH]c(C(=O)C(Cl)(Cl)Cl)c1,0.1,-16,9
CCN(C[C@H]1N[C@@](Cc2ccccc2)(C(=O)OC)[C@H]2C(=O)N(Cc3ccccc3)C(=O)[C@@H]12)C(=O)Nc1ccc(Cl)cc1,-0.9,29,30
O=C(Cn1cnc2ccccc21)Nc1ccc2c(c1)OCCCO2,-0.3,29,15
O=C(COc1nsnc1N1CCOCC1)N/N=C/c1ccccc1O,.,-17,11
O=[N+]([O-])c1cccc(/C=C/c2ccc3cccc(O)c3n2)c1,1.2,-20,-2
Cc1ccc(C(=O)NNC(=O)CSc2nnc(C3CC3)n2C)cc1,-0.3,-4,27
CC(C)c1nc(-c2ccccn2)no1,-0.7,-9,6
O=c1oc2ccccc2c(O)c1C=Nc1cccnc1,4.3,-20,37
O=C(c1cc(F)ccc1F)C1CCCN(C(=O)CCCN2CCCCC2=O)C1 (stereo not given),0.1,-16,4
Cc1cccc(CC(=O)NCC2CCCCC2)c1,-1.1,-21,9
Nc1[nH]nc2nc(-c3ccccc3)[nH]c(=O)c12,1.9,2,-8
COc1cccc2sc(=NC(=O)CS(=O)(=O)c3ccc(F)cc3)n(C)c12,-0.4,-8,16
COc1ccccc1OCCCC(=O)Nc1ccc(N2CCOCC2)cc1,0.9,2,19
Cc1ccnc(N2CCC(C(=O)NCc3ccc(F)cc3)CC2)n1,-0.6,-23,4
COc1cccc(/C=C2/Sc3ccc(C(=O)NCCCN4CCCC4)cc3NC2=O)c1,11,-20,-1
Cc1cccnc1NC(=O)C1CCCN1S(=O)(=O)c1ccc(Cl)cc1 (stereo not given),0.0,-17,13
O=C(CSc1nnc(NC(=O)c2ccco2)s1)NC1CCCC1,-3.2,-1,9
O=C(Cn1c2c(sc1=O)C1c3ccccc3OCC1CS2)Nc1ccc(Cl)c(Cl)c1 (stereo not given),-0.7,-9,9
Oc1cnc2ccccc2c1CN1CCOCC1,-1.1,6,1

# 4 entries from above, sorted by the number in OX1R antag-2, rising:
Compound | OX1R antag-2
O=c1cc(N2CCN(Cc3ccccc3)CC2)c(-c2ccccc2)n[nH]1 | 2
C=CCNC(=O)C(=O)NN=C1CCN(C)CC1 | 4
CCCCn1c(=O)n(CC(O)c2ccccc2)c(=O)c2c1ncn2C1CCCC1 (stereo not given) | 17
C=CCNC(=O)/C(=C\c1ccc(OC)cc1)NC(=O)c1ccc([N+](=O)[O-])cc1 | 37

# (cont.)
SMILES,STK33 inh,OX1R antag-1,OX1R antag-2
N#Cc1cc2ccccc2nc1SCc1ccccn1,0.0,18,49*
CCNC(=O)CCn1nc(-c2ccc(C)cc2)c2ccccc2c1=O,1.4,-8,2
CCC(C)NC(=O)C1CCN(S(=O)(=O)c2ccc3nc4c(c(C(=O)O)c3c2)CCCCC4)CC1 (stereo not given),-0.5,-25,-3
CCN(C(=O)c1cc(Cl)ccc1OC)c1ccccc1C,0.7,-18,17
O=C(CNc1cccc2ccccc12)N/N=C/c1cccc(Oc2ccccc2)c1,-1.8,-41,14
Cn1nc(C(=O)Nc2ccccc2Cl)cc1C(=O)Nc1ccccc1Cl,-1.3,-23,9
CCc1nc(C)ccc1OCC(=O)N(CC)CC,-0.2,-8,2
COCCC(=O)Nc1c(-c2ccccc2)c2cc(Br)ccc2[nH]c1=O,0.3,-26,10
Cc1nc(C(=O)Nc2ccccc2)sc1C1(C)CC(c2cccc([N+](=O)[O-])c2)=NO1 (stereo not given),0.6,-13,24
c1cncc(-c2noc(-c3cccc4ccccc34)n2)c1,-0.9,-4,28
COc1ccc(-c2cc(-c3c(O)c(OC)c4occc4c3OC)[nH]n2)cc1,0.2,-22,19
O=C(NC1CCC(O)CC1)c1ccccc1OCc1ccc(F)cc1 (stereo not given),-2.7,-8,27
O=c1c2cc(O)c(O)cc2oc2cc(O)c(C3OC(CO)C(O)C(O)C3O)c(O)c12 (stereo not given),1.2,-9,9
CC(C)(C)CC(=O)NC(=S)NCc1ccco1,0.3,-5,15
COCCCn1[nH]c2c3c(ccc2c1=O)C(=O)c1ccccc1C3=O,0.7,-10,75*
CCn1ncc(-c2ccnc3cc(C(=O)O)nn23)c1C,-0.4,-14,22
C=C[C@H](CC(C)C)N(Cc1ccccc1)S(=O)(=O)N(Cc1ccc(OC)cc1)[C@H](C=C)CC(C)C,1.4,-18,2
CC(=O)c1ccc(NC(=O)CSc2nnc(Cn3c(=O)sc4ccccc43)n2C)cc1,0.1,-27,12
O=C(O)C1C2CCC(O2)C1C(=O)NCc1ccncc1 (stereo not given),-3.7,-1,-1
O=C(COc1cccc2ccccc12)N1CCN(c2ccccc2)CC1,-0.2,-30,6
Cc1cccc(OCC(=O)Nc2sc3c(c2C#N)CCC3)c1,-1.4,-2,31
Cc1nnc(NC(=O)C2CCCN(c3ncccn3)C2)s1 (stereo not given),-1.3,5,12
CCN1CCN(c2sc(S(C)(=O)=O)nc2S(=O)(=O)c2ccc(C)cc2)CC1,-0.3,-12,3
c1coc(CNC2C3CC4CC(C3)CC2C4)c1 (stereo not given),-1.9,2,-5
CCCn1cnc2cc(NCc3ccccn3)ccc21,-1.1,-20,12
Cc1c(Cl)cccc1NC(=O)C1Cc2ccccc2CN1C(=O)c1ccccc1 (stereo not given),0.5,-39,16
CC(N=C1NS(=O)(=O)c2ccccc21)C(=O)NCCCc1ccccc1 (stereo not given),-2.3,-11,5
O=C(NCc1ccc2c(c1)OCO2)NC1CCCCC1,-0.6,-21,42
COc1ccc(C(CC(=O)N2CCCC2)c2c(O)cc(OC)cc2OC)cc1 (stereo not given),2.3,-23,32
Clc1ccccc1CSc1nnc(-c2ccncc2)o1,0.2,-24,16
